# High-throughput results: PubChem, several laboratories
# Wnt act = Wnt/beta-catenin pathway activators, primary screen, cell-based, plate reader, single point; Wnt/beta-catenin reporter cell assay, activator; AID 743398, 2014; 300,000 compounds, 1.2% hits; activation, % at 9.35 µM; in the data active = activation above about 30%, passing the limit was not always enough;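 note: 0% = neutral control wells and 100% = positive control wells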
# cardiac RTF act = cardiac RTF calcium sensitivity activators, primary screen, biochemical, IANBD-TnC fluorescence, EC20 calcium; Troponin I, cardiac muscle (Homo sapiens) + Troponin T, cardiac muscle (Homo sapiens) + …; IANBD-labeled TnC RTF fluorescence at EC20 calcium; 0% EC20 calcium, 100% full calcium; activation, % at 7.2 µM; 340,000 compounds, 0.24% hits; AID 493008, 2010;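 active = activation above the mean over all tested compounds plus 3 SD, cut at about 30% in these data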;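 note: rise in fluorescence read as greater calcium sensitivity of cardiac thin filaments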
# Keap1 Nrf2 FP = Keap1-Nrf2 protein-protein interaction inhibitors, primary screen, biochemical, fluorescence polarization, single point; inhibition, % at 9.4 µM; Kelch-like ECH-associated protein 1 (Homo sapiens), Q14145; 340,000 compounds, 0.15% hits; Keap1 Kelch-Nrf2 peptide fluorescence polarization, 1536-well; AID 504523, 2011; in the data active = inhibition above about 12%;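 note: human Keap1 Kelch domain with fluorescein labeled Nrf2 9mer peptide probe; 0% = neutral control wells and 100% = peptide positive control; higher means more block of Keap1 binding to Nrf2 peptide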
# LANA DNA inh = inhibitors of KSHV C-LANA binding to DNA, primary screen, biochemical, fluorescence polarization, FAM-LBS DNA, MBP-C-LANA, single point; Kaposi's sarcoma herpesvirus LANA C-terminal domain (residues 932-1162) DNA binding; 340,000 compounds, 0.078% hits; inhibition, % at 9 µM; AID 504423, 2011;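 active = highest replicate inhibition at or above 60% at 9 µM, even if other replicates fall short; inactive = all replicates below 60% inhibition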;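 note: 0% = neutral control wells and 100% = 4 µM acridine orange control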
# Pemphigus Ab inh = inhibitors of pemphigus antibody binding to DSG3, primary screen, biochemical, bead-based, flow cytometry, scFv-GFP | DSG3-coupled beads, scFv-anti-DSG3-GFP binding; active compounds read low | binding (percent of control), % at 10 µM | AID 588358, 2011 | Desmoglein-3 (Homo sapiens), P32926 | 310,000 compounds, 0.48% hits;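 active = binding more than 3 SD below its plate's average and above zero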;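 note: hits lower antibody fragment binding to DSG3; some compounds called inactive have numbers as strong as hits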
# V-ATPase pHluor = regulators of yeast V-ATPase proton pumping, primary screen, pHLuorin cytosolic pH fluorescence; S. cerevisiae; AID 504577, 2011; 350,000 compounds, 0.37% hits; response, % at 10 µM; in the data active = response mostly above about 7.3%, no sharp cut-off; inactive = mostly below about 5.4%; note: actives read high; inactives centre near 0; some compounds called inactive have numbers as strong as hits; reference of the scale not given here
# Cardiac RTF inh = cardiac RTF calcium sensitivity inhibitors, primary screen, biochemical, IANBD-TnC fluorescence, EC70 calcium; Troponin I, cardiac muscle (Homo sapiens) + Troponin T, cardiac muscle (Homo sapiens) + …; IANBD-labeled cardiac RTF, Ca2+ fluorescence; inhibition, % at 7.15 µM; 340,000 compounds, 0.12% hits; AID 493244, 2011;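 active = inhibition above the mean inhibition of all tested compounds plus 3 SD, cut at about 17% in these data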;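 note: assay run at fixed EC70 calcium of 1.6 mM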
# OPRM1-OPRD1 ag = agonists of OPRM1-OPRD1 heterodimerization, primary screen, cell-based, luminescence; activation, % at 9.3 µM; cells; AID 504326, 2011; 340,000 compounds, 0.3% hits; Mu-type opioid receptor (Homo sapiens) + Delta-type opioid receptor (Homo sapiens), …; in the data active = activation above about 18%;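 note: 0% = vehicle-treated cells and 100% = reference agonist; values of inactives mirror those of a sister screen read the other way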
# Target sequence (P35372 whole entry, looked up): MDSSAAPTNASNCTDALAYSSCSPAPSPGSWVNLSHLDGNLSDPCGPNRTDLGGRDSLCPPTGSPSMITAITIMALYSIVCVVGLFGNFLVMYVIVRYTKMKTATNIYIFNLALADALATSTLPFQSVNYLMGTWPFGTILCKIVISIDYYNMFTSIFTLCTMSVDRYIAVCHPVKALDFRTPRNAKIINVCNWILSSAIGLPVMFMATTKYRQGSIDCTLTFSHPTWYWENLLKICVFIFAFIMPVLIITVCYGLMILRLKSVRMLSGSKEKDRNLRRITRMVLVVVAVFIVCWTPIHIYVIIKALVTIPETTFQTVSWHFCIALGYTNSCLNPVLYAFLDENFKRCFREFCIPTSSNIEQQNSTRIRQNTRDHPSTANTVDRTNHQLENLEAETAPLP
# Target sequence (P41143 whole entry, looked up): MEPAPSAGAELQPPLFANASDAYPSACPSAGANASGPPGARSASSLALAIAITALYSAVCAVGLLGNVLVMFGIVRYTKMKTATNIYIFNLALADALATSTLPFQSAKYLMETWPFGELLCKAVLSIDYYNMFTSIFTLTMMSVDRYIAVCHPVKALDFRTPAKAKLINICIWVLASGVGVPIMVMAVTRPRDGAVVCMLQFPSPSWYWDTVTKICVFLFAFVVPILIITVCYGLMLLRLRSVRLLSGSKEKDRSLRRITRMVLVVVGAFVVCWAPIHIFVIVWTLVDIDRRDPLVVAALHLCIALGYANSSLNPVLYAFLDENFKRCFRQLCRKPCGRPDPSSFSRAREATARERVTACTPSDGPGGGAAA
# Arr AP2 block = inhibitors of beta-arrestin/AP2 binding, primary screen, biochemical, GPCR trafficking, flow cytometry | beta-arrestin 1 C-terminal peptide binding to AP2 beta2-adaptin appendage (human) | FITC-arrestin peptide / GST-AP2 beads; AP2 beta2 appendage carries R879A mutation | inhibition, % at 10 µM | 340,000 compounds, 0.31% hits;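 active = inhibition above a set limit, near 3 SD of compounds lacking own fluorescence, cut at about 54% in these data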;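 note: plate controls were DMSO wells for no effect and 5 µM unlabelled arrestin peptide for full effect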
#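 System: GST-AP2 R879A glutathione beads; medium: PBS, Tween 20 0.05%, BSA 0.1%; reagent: fluorescein-tagged arrestin peptide at 50 nM final; schedule: pre-incubation 12 min, peptide binding 1 h, room temperature; detection: flow cytometry, FL1 (488/535 nm); read-out: inhibition as reduced fluorescein signal on beads, percent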
# MOR-DOR inv ag = inverse agonists of MOR-DOR heterodimerization, primary screen, cell-based, luminescence. Mu-type opioid receptor (Homo sapiens) + Delta-type opioid receptor (Homo sapiens), …. cell-based MOR-DOR heterodimer luminescence, inverse agonism. inhibition, % at 9.3 µM. 340,000 compounds, 0.21% hits; in the data active = inhibition above about 22%, passing the limit was not always enough;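 note: 0% = cells with DMSO and 100% = wells without cells with DMSO; values of inactives mirror those of a sister screen read the other way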
# Active calls of the source: *; x = not tested or not shown. A portion of the library (hit frequency here may not be typical).
# Every second line gives: Wnt act	cardiac RTF act	Keap1 Nrf2 FP	LANA DNA inh	Pemphigus Ab inh	V-ATPase pHluor	Cardiac RTF inh	OPRM1-OPRD1 ag	Arr AP2 block	MOR-DOR inv ag
- C=C1N2CCC(CC2)C1(O)c1ccc(C)cc1 (stereo unspecified)
→ -2.8	3.3	5.1	0.7	98.1	1.0	6.2	-1.1	-2.3	6.7
- N#CC(=C(O)c1ccc(S(=O)(=O)N(CCCl)CCCl)cc1)c1nc2ccccc2[nH]1
→ 16.8	-4.1	-3.0	-3.3	84.3	-27.1	-0.5	-2.4	20.9	12.2
- COc1ccc(Cn2c(O)c(C=Nc3c(C)n(C)n(-c4ccccc4)c3=O)c(=O)[nH]c2=O)cc1
→ -1.8	-2.6	-1.5	1.4	102.2	-8.0	-4.3	-1.5	4.1	7.5
- CC1=C2[C@H]3OC(=O)[C@@H](C)[C@@H]3CC[C@@]2(C)C=CC1=O
→ -1.5	2.3	0.1	2.2	x	-2.8	-1.4	-1.9	0.7	9.5
- Cc1cccc(-n2c(-c3ccc([N+](=O)[O-])cc3)nc3ccccc3c2=O)c1
→ x	0.6	0.3	0.0	107.5	-2.3	-8.7	3.2	7.0	-23.5
- CC(C)CCn1c(N)c(C(=O)NCc2cccs2)c2nc3ccccc3nc21
→ -3.1	2.9	-1.8	-1.9	92.0	-1.9	-0.6	1.6	1.4	-8.9
- O=c1c2ccccc2nc(/C=C/c2ccc(O)cc2)n1-c1ccccc1O
→ 6.9	-3.0	2.9	-2.1	98.1	-2.3	-3.4	-3.1	-0.2	17.2
- COc1ccc(C(=O)C2(C)N(O)C(C)C(c3cccs3)=[N+]2[O-])cc1 (stereo unspecified)
→ x	0.6	-2.7	0.7	104.2	-0.3	1.1	-1.3	4.4	7.7
- CCN1CCN(c2ccc(N)c(C)c2)CC1
→ -0.8	4.7	-4.9	-33.9	94.5	2.0	-4.3	3.0	14.0	-13.8
- Cc1cccc(NC(=O)CN2CCN(C(=O)COc3cccc(Br)c3)CC2)c1C
→ 0.4	-1.2	0.9	-1.5	x	-2.3	-0.4	-3.7	-4.0	14.8
- OC(Cn1c2ccccc2c2ccccc21)C[n+]1ccccc1 (stereo unspecified)
→ x	-5.4	-1.0	0.0	101.0	-5.3	1.8	-1.0	1.0	5.4
- O=[N+]([O-])CCO
→ 1.0	-6.0	-2.5	0.5	101.9	-0.1	0.8	-2.7	-2.2	14.3
- c1ccc(CNc2c3c(nc4ccccc24)CCC3)cc1
→ 0.6	0.7	2.5	-0.5	115.9	-4.7	-10.3	-0.7	-1.5	3.6
- CCOC(=O)COc1ccc(/C=C2\C(=O)NC(=S)N(c3ccc(OC)cc3)C2=O)cc1OC
→ -0.1	-3.5	-3.8	0.1	94.2	-6.2	-6.1	-2.3	37.5	11.4
- N/C(=N/[N+](=O)[O-])N1CCN(C(=O)c2ccc(Cl)cc2)CC1
→ -0.2	5.2	-0.2	-0.3	80.1	-0.2	-2.6	-4.1	-5.5	20.8
- COc1ccc(CC[n+]2cc(/N=C(\C)[O-])on2)cc1OC
→ 1.9	6.9	-4.3	2.7	124.3	1.3	-6.6	-4.3	-5.3	19.7
- OC(c1ccncc1)(c1ccc(F)cc1)c1ccc(F)cc1
→ -1.6	-3.0	-1.0	-0.3	101.8	1.8	-8.2	0.4	31.4	-2.0
- COc1ccc(C2SCC(=O)Nc3c2c(C)nn3-c2ccccc2)cc1OC (stereo unspecified)
→ x	4.7	-27.9	0.3	101.5	1.7	-2.0	-2.1	3.9	9.6
- O=P(N[C@@H](c1ccccc1)[C@@H]1C[C@H]1CO)(c1ccccc1)c1ccccc1
→ 3.7	2.3	2.6	-0.5	103.8	0.0	0.0	-2.3	24.4	12.9
- CC[N+](CC)(CC)CCCCCCCCCC[N+](CC)(CC)CC
→ -3.5	4.0	-2.6	-0.8	101.8	-2.9	-8.4	1.0	5.3	-5.5
- CNC(=O)Oc1ccccc1OC(C)C
→ -0.5	4.8	-0.9	1.0	97.6	-2.4	4.7	-1.7	1.5	9.3
- Cc1ccc(-n2c(C)cc(/C=C3\C(=O)NC(=O)N(C)C3=O)c2C)cc1C
→ 0.0	5.0	5.6	5.8	99.2	-0.7	9.0	2.4	12.7	-12.6
- O=C(Nc1ccccc1Cl)OC1CN2CCC1CC2 (stereo unspecified)
→ 0.5	8.1	-9.7	0.0	104.6	3.0	-4.5	-2.0	-4.6	10.5
- COc1ccc(Oc2c(C)oc3cc(OC(=O)N(C)C)ccc3c2=O)cc1
→ -0.6	5.0	0.2	-2.9	91.4	-1.2	-2.7	-3.0	3.2	14.4
- Nc1ccc(C(=O)N/N=C2/CN3CCC2CC3)cc1
→ 0.2	9.4	-4.9	2.1	104.1	-1.1	-10.1	-1.8	20.0	10.0
- COc1ccccc1CC(=O)N1CCN(CCc2ccccc2)CC1
→ -2.3	-3.2	-0.7	-1.0	103.5	-3.7	-0.5	-1.0	2.2	5.5
- CCN(CC)P(c1n(C)cc[n+]1C)N(CC)CC
→ 5.5	1.8	2.1	0.7	97.7	-3.0	-4.1	-1.7	13.5	9.5
- Cc1nc2cc(C(F)(F)F)ccc2n1C1CCN(Cc2nnnn2CCc2ccccc2)CC1
→ x	0.6	-1.8	-2.0	108.1	-4.7	0.1	x	-7.5	x
- COc1ccccc1CN1CCN(C(=O)COc2ccccc2)CC1
→ -1.8	-2.2	1.2	-0.6	91.7	0.4	5.5	-2.0	-1.8	11.0
- CCOC(=O)C1=C(N)OC2=C(C(=O)CCC2)C12C(=O)N(CC(N)=O)c1ccccc12 (stereo unspecified)
→ x	-0.7	-0.9	0.0	106.1	-0.2	-10.8	-0.1	-1.6	0.4

# Look-ups from the results shown.
# COc1ccccc1CN1CCN(C(=O)COc2ccccc2)CC1 in LANA DNA inh has -0.6
# O=P(N[C@@H](c1ccccc1)[C@@H]1C[C@H]1CO)(c1ccccc1)c1ccccc1 in cardiac RTF act has 2.3

# Remaining list, next part
# Every second line gives: Wnt act	cardiac RTF act	Keap1 Nrf2 FP	LANA DNA inh	Pemphigus Ab inh	V-ATPase pHluor	Cardiac RTF inh	OPRM1-OPRD1 ag	Arr AP2 block	MOR-DOR inv ag
- Cc1nc(Cl)sc1C(=O)Nc1ccc2ccccc2c1
→ 14.5	-6.0	-4.1	0.9	100.5	-0.5	-19.6	1.7	1.9	-11.8
- Cc1cc(C)c2c(c1)NP(=S)(c1ccccc1)N2 (stereo unspecified)
→ -5.8	-4.5	-0.1	0.3	98.1	1.8	-1.0	0.7	-16.8	-3.8
- CC1CCN(C(=O)COC(=O)c2cn(C)c3ccccc23)CC1
→ 3.5	-1.0	-2.6	0.0	104.8	2.4	5.1	-4.6	21.5	17.1
- Cc1ncc(CN2CCCC(C(=O)c3sccc3C)C2)s1 (stereo unspecified)
→ -0.2	3.0	3.1	0.8	101.1	-6.1	-1.4	1.6	-2.3	-8.7
- CCOC(=O)C1(c2ccccc2)CCN(CCC(=O)Nc2ccc(F)cc2)CC1
→ -0.4	-0.3	-5.7	2.6	x	0.0	-10.9	131.4*	2.9	-492.2
- CN1CCN(c2cc(N3CCCC3)c([N+](=O)[O-])cc2F)CC1
→ x	-0.9	-5.7	0.3	102.1	-0.8	-0.8	-2.9	-12.4	16.5
- CC/C(=N\Nc1ccccc1)c1c(O)n(-c2ccc(OC)cc2)c(=O)[nH]c1=O
→ 3.7	11.7	-7.1	-2.0	117.3	1.6	-7.2	-1.1	14.0	5.5
- CCN(CC)CCN=Cc1c(O)n(Cc2ccco2)c(=O)[nH]c1=O
→ 21.9	x	-3.7	1.1	100.2	-0.7	x	x	-10.3	x
- O=C1CN=C(c2ccccc2)c2cc(Br)ccc2N1Cc1cc(=O)n2ccccc2n1
→ x	4.6	-5.6	1.8	124.8	-4.4	-10.3	0.0	-5.6	0.1
- CN(C)c1ccc([P+](=O)c2ccc(N(C)C)cc2)cc1
→ -1.1	2.6	-0.9	-0.2	95.7	0.0	-7.8	-1.7	8.1	10.0
- COc1cc(/C=C2\C[C@H]3[C@@H]4CC=C5C[C@@H](N6CCCC6)CC[C@]5(C)[C@H]4CC[C@]3(C)[C@H]2O)cc(OC)c1OC
→ -5.6	0.0	-3.3	-0.1	x	3.5	2.7	-1.8	2.5	8.5
- Cc1nn(CC(C)C)c(Cl)c1C(=O)O
→ 2.8	8.7	-2.6	0.1	105.3	2.6	-15.4	2.8	-12.9	-13.0
- Cc1ccc2c(c1N)C(=O)c1ccccc1C2=O
→ 44.3*	-1.5	-6.3	-0.4	106.8	-3.6	-1.5	1.7	1.1	-9.1
- C/C(=C\c1ccc(N(C)C)cc1)[N+](=O)[O-]
→ -2.3	2.7	-2.4	-1.2	100.5	0.0	-5.7	0.9	8.1	-4.8
- O=C1N[C@@H](Cc2ccccc2)C(=O)N2[C@H]1C[C@H]1c3ccccc3N(OOSc3ccccc3)[C@H]12
→ 3.6	-5.6	-5.0	1.6	104.5	-2.2	-1.9	-2.9	-3.8	15.8
- CN1[C@@H]2CC[C@H]1CC(OC(=O)C1C=Nc3ccccc31)C2 (stereo partly specified)
→ 0.9	6.9	-2.0	-1.8	112.1	-1.1	-8.4	-1.6	-4.6	9.0
- COC(=O)c1cc(C(O)(C(=O)OC)C(F)(F)F)c(/N=C/N(C)C)s1 (stereo unspecified)
→ -3.6	1.3	-2.2	0.2	79.9	-3.6	-3.8	0.2	23.4	-1.2
- Fc1ccc(C(OCCN2CCN(CCCc3ccccc3)CC2)c2ccc(F)cc2)cc1
→ -0.4	-2.7	0.5	2.2	101.6	-1.9	17.1*	8.0	6.6	-43.0
- COc1ccc(C(=O)N2Cc3cnnn3-c3ccccc3C2C#N)cc1 (stereo unspecified)
→ -4.1	-5.4	1.2	1.3	100.5	-0.4	-5.0	-2.2	11.7	10.4
- COc1ccccc1NC(=O)N1C[C@@H]2C[C@@H](C1)c1cccc(=O)n1C2
→ -2.3	1.0	1.5	1.1	x	-2.7	-11.5	-2.4	2.7	12.2
- CCc1nc2ccccc2c(=O)n1-c1cccc(OC)c1
→ x	8.2	3.0	0.3	105.9	-2.7	0.6	-2.2	-5.8	12.4
